# High-throughput results deposited in PubChem BioAssay by Sanford-Burnham Center for Chemical Genomics.
# SENP1 inh: SENP1 (human) catalytic domain inhibition; Q9P0U3; 0.21% of 360,000 active; inhibition, % at 10 µM; recombinant SENP1 catalytic domain, CyPet-SUMO1-YPet FRET cleavage; AID 624204;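 active means inhibition at least 30% at 10 µM, raw YFP signal under a set limit, fluorescence ratio 0.5 to 1.5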;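 further: 0% = enzyme with DMSO and 100% = no enzyme wells; some results filed as inactive read as strong as hits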
# Target sequence (Q9P0U3 419-644 limits assumed): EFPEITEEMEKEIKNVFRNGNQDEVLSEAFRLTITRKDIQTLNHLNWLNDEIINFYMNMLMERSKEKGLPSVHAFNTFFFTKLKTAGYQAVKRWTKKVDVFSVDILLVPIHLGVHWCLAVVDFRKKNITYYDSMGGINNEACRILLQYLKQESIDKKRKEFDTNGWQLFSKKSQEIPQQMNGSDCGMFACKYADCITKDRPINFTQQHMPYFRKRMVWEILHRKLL
#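 Assay system – human recombinant His6-tagged SENP1 catalytic domain enzyme · Input – SENP1 enzyme, 20 pM final · Buffer or medium – Tris pH 8 buffer plus EDTA, NaCl, BME, BSA, NP40, catalase · Schedule – 50 min reaction at room temperature · Technique – FRET read of cyan and yellow fluorescence · Control set – no-enzyme wells low, DMSO-plus-enzyme wells high control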
# HKDC1 inhibitor: inhibitors of human hexokinase HKDC1. Q2TB90. recombinant HKDC1, G6PDH/diaphorase resazurin coupled fluorescence. inhibition, % at 20 µM. 0.16% of 340,000 active;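 active means inhibition above about 35% when tested at 20 µM, limit read from the data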;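 further: plate controls were DMSO wells with enzyme for no effect and DMSO wells lacking enzyme for full effect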
#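 Test system: recombinant HKDC1 (HK5) hexokinase enzyme, produced in-house; Amount: enzyme 5 µg/mL final; Buffer or medium: Tris pH 8.0 buffer with MgCl2, Tween-20, BSA, BME; Reagent: glucose and ATP substrates; Doses: 20 µM test compound, 1% DMSO; Incubation: 90 min reaction incubation at room temperature, dark; Detection: resorufin fluorescence at 613 nm.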
# NLRP3 yeast inh: blocks the NALP3 inflammasome reconstituted in yeast. inhibition, % at 10 µM. 0.39% of 330,000 active. Yeast reconstituted NLRP3/ASC/caspase-1, beta-gal luminescence, 24 h;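 active means inhibition of 50% or more; inactive means inhibition below 50%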;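 further: plate controls were induced DMSO wells for no effect and uninduced yeast grown without galactose for full effect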
# Apaf1 inhib: human Apaf-1 inhibition | 0.71% of 330,000 active | inhibition, % at 20 µM | O14727 | reconstituted apoptosome caspase-3 activity, DEVD-Rh110 fluorescence; active means inhibition of at least 40% at 20 µM;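 further: plate controls were DMSO wells for no effect and DEVD-CHO caspase inhibitor wells for full effect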
#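 Material: reconstituted apoptosome with Apaf-1, cytochrome c, caspase-9, procaspase-3, dATP. Technique: Rh110 fluorescence intensity. Buffer or medium: pH 7.5 Hepes buffer with CHAPS, BSA, DTT. Times: 30 min plus 50 min, RT.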
# SENP8 block-1: SENP8 protease inhibition. inhibition, % at 10 µM. AID 2540. 1.2% of 330,000 active. purified SENP8, Z-RLRGG-aminoluciferin cleavage, luminescence. Q96LD8; in the data active means inhibition above about 50%
# Target sequence (Q96LD8 whole entry, looked up): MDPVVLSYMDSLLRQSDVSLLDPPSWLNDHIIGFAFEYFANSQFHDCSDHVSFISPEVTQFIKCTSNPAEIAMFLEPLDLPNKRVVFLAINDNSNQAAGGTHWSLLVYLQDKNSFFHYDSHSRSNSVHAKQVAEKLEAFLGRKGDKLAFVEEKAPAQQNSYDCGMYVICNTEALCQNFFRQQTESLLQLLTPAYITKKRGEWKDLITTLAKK
# SENP6 block: SENP6 protease inhibition | Recombinant SENP6 catalytic domain, aminoluciferin luminescence | AID 2599 | 1.8% of 330,000 active | inhibition, % at 10 µM | Q9GZR1;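 active means inhibition above about 50% at the single tested dose, limit read from the data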;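 further: plate controls were DMSO wells with enzyme for no effect and DMSO wells lacking enzyme for full effect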
# Target sequence (Q9GZR1 628-1112 limits assumed): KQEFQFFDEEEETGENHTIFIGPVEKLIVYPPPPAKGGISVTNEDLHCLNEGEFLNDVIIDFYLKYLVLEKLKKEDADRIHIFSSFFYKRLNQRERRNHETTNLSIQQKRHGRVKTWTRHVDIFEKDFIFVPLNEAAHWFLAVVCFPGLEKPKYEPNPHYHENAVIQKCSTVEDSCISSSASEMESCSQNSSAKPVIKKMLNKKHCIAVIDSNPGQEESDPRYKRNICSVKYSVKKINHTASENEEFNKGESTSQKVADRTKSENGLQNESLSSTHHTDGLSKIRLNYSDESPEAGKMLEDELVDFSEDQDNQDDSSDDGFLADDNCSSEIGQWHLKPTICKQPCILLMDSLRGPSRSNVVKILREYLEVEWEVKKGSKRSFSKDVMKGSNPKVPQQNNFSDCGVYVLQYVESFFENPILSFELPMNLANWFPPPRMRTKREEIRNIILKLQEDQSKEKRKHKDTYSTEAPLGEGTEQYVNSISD
# SENP7 inh: inhibitors of human SENP7 protease; Q9BQF6; recombinant SENP7, Z-RLRGG-aminoluciferin luminescence, 40 min; inhibition, % at 5 µM; 1.5% of 330,000 active;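 active means inhibition above about 50% at the single test dose, limit read from the data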;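 further: plate controls were DMSO with enzyme for no effect and no enzyme buffer wells for full effect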
# SENP8 block-2: SENP8 (human) protease inhibition; Q96LD8; recombinant SENP8, Nedd8 substrate fluorescence; inhibition, % at 20 µM; 0.64% of 360,000 active; AID 602440; in the data active means inhibition mostly above about 40%, no sharp cut-off; inactive means mostly below about 27%
# PfGluPho inh: PfG6PD (Plasmodium falciparum) enzyme inhibition | PfGluPho enzyme, NADPH resazurin-diaphorase fluorescence | inhibition, % at 20 µM | 0.78% of 350,000 active;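 active means inhibition reaching at least a set limit at 20 µM in the primary screen, cut at about 59% in these data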;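 further: 0% = DMSO wells with substrate and 100% = DMSO wells lacking glucose-6-phosphate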
# * hit, by the source's call.
Molecule	SENP1 inh	HKDC1 inhibitor	NLRP3 yeast inh	Apaf1 inhib	SENP8 block-1	SENP6 block	SENP7 inh	SENP8 block-2	PfGluPho inh
COCC(C)n1c(C)cc(C(=O)Cn2c(=O)oc3ccccc32)c1C (stereo unspecified)	-9	0	5	6	1	8	2	10	-4
Cc1ccc(C(=O)N2CCC(Cc3ccccc3)CC2)cc1S(=O)(=O)N1CCOCC1	0	-1	24	29	-6	-17	-10	9	3
COc1ccccc1C(=O)NCCC(=O)N1CCCCC1	-1	4	17	13	1	-12	8	8	15
CSc1ncccc1C(=O)OCC(=O)Nc1cc(C(F)(F)F)ccc1N1CCOCC1	2	17	16	-2	0	-7	5	7	13
O=C(NNC(=S)Nc1ccccc1)Nc1ccccc1	4	-8	9	8	-8	6	-4	3	12
CCCc1cc(=O)[nH]c2nnc(SCC(=O)N3CC(C)OC(C)C3)n12 (stereo unspecified)	1	-7	-5	-1	1	-5	-6	-3	2
COc1ccc(N(CC(=O)Nc2cccc(C(C)=O)c2)S(=O)(=O)c2ccc(NC(C)=O)cc2)cc1	2	5	8	-11	-2	28	0	9	-5
Cc1cc(/C=C2/SC(=O)N(CC(=O)N3CCCC3)C2=O)c(C)n1C	-23	5	9	1	-1	4	-2	-30	4
CCN(CC)c1ccc(NS(=O)(=O)c2ccc3c(c2)oc(=O)n3C)c(C)c1	3	2	10	6	-14	-16	8	-20	33
CCOC(=O)c1cccc(Nc2nc(-c3cccnc3)nc3ccccc23)c1	-22	2	23	20	-1	0	-3	-488	15
COc1cccc(NS(=O)(=O)c2ccc3c(c2)CCN3C(C)=O)c1	0	-2	3	1	2	2	-1	8	14
CC(=O)Nc1ccc(S(=O)(=O)NC2=C(N3CCN(C)CC3)C(=O)c3ccccc3C2=O)cc1	-14	18	26	60*	19	34	23	24	4
O=C(Nc1cc(F)ccc1F)C1CCCO1 (stereo unspecified)	0	-17	-16	-3	-5	-3	-3	18	-4
Cc1nnc(SCC(=O)Nc2c(C)n(C)n(-c3ccccc3)c2=O)n1Cc1ccccc1	1	14	5	-2	1	1	1	4	-18
O=C(NCc1ccco1)c1cc(-c2ccccc2)on1	0	-13	46	-7	-7	10	3	9	1
O=C(NCCCN1CCc2ccccc2C1)C1CCN(S(=O)(=O)N2CCC3(CC2)OCCO3)CC1	-8	-12	18	6	-6	-25	-4	-3	6
N#Cc1ccc(C(=O)OCC(=O)Nc2cccc(S(=O)(=O)N3CCCCC3)c2)cc1	1	3	1	6	-14	-16	-5	-15	10
Cc1ccc(C(C)C)c(OCC(=O)Nc2ccc3c(c2)nc(CCN2CCCCC2)n3C)c1	0	6	14	30	5	12	-7	17	19
O=C(NCc1ccccc1)c1cc(S(=O)(=O)N2CCCCC2)ccc1N1CCOCC1	0	-2	14	8	-7	-2	3	1	-5
COc1ccccc1N1CCN(C(=O)CSc2nnnn2C2CC2)CC1	0	-4	3	-1	5	0	1	6	-7
CC(C)c1nnc(SCC(=O)NCCC2=CCCCC2)n1N	-1	-14	-5	3	3	19	11	10	21
Cc1cc(-c2ccccc2)n(-c2ccc(C(=O)NC(C)C)cc2)n1	2	-5	10	5	-12	-11	-3	14	1
O=C(CCCn1c(=O)oc2ccccc21)Nc1cccnc1	2	-6	-19	2	-2	-8	2	16	12
Cc1ccccc1CSc1nn2c(=O)c(C)nnc2s1	4	-5	25	-10	7	-8	1	13	-6
CCOC(=O)C1CC(=O)c2cc(OC)c(OC)cc2C1 (stereo unspecified)	-4	1	16	-2	4	-10	1	-165	-10
CC(OC(=O)CCC(=O)c1ccc(F)cc1)C(=O)NC1CCCCC1C (stereo unspecified)	3	-5	18	5	-1	-11	-1	11	5
CNC(=S)N1N=C(c2ccc(C)cc2)CC1c1cc(OC)ccc1OC (stereo unspecified)	1	-7	7	30	0	-2	-2	6	-3
CCCCCN1C2=NCCN2c2ccccc21	0	0	15	-6	2	-4	-3	22	-8
Cc1cccc(NC(=O)c2ccc(Cl)c(S(=O)(=O)N3CCCCCC3)c2)n1	-1	-2	42	0	-13	-2	-2	8	7
Cc1cccc(NC(=O)c2ccccc2NC(=O)C(C)(C)C)n1	0	-2	29	-1	4	-8	0	0	5
COc1ccc(OC)c(Nc2nc(-c3cccs3)cs2)c1	1	-6	33	-8	-7	-19	7	-10	31
C=CCOc1ccccc1CN1CCCN(C)CC1	0	-9	9	-10	-3	8	1	8	11
CCOC(=O)c1c(C)[nH]c(C)c1C(=O)CSc1ncccn1	0	-9	1	-9	2	6	7	9	0
COc1cc2c(cc1OC)CN(S(=O)(=O)c1cccc(F)c1)CC2	-1	-3	27	6	-4	-29	6	16	-1
COc1cccc(NC(=O)CSc2nccn2-c2cccc(OC)c2)c1	-1	1	7	12	-11	4	-6	8	2
COc1cc(CNCc2ccccn2)ccc1OCc1ccc(Cl)cc1	0	-2	18	-6	-9	2	-6	-2	10
Cc1ccc(C(=O)CCC(=O)Nc2cccc(C(F)(F)F)c2)cc1	1	-5	22	-5	1	21	3	10	9
Cc1ccccc1OCC(=O)Nc1ccncc1	-2	-1	20	-5	2	2	2	8	-1
ONC(=Nc1ccccc1Cl)c1ccccc1Cl	1	1	16	4	-1	-1	-3	6	68*
CCc1nnc(NC(=O)c2ccc3c(c2)C(=O)N(C(C)(C)C)C3=O)s1	0	6	-4	-10	0	28	4	23	-36
O=C(NCc1ccc2c(c1)OCO2)C(=O)NC1CCCCC1	0	-5	8	-2	-12	-20	-10	25	-11
CCCCCNS(=O)(=O)c1cc(C)ccc1OC	-1	15	18	2	-14	-10	-8	23	-9
Cc1ccc(S(=O)(=O)CC(=O)Nc2sc(C)c(C)c2C(N)=O)cc1	-3	6	18	19	-5	-5	5	-2	2
O=S1(=O)NC(c2ccccc2)CC(CC2CCCCC2)O1 (stereo unspecified)	3	4	12	21	4	1	8	17	3
CCS(=O)(=O)Nc1ccc(Cc2ccncc2)cc1	-1	1	17	4	1	-13	-4	13	-1
COc1cc(NC(=O)c2cccc3c2C(=O)N(C2CCCCC2)C3)cc(OC)c1OC	4	6	18	34	-7	-5	-16	5	11
S=c1[nH]nc(-c2ccc(Br)o2)n1Cc1ccccc1	1	-2	-15	-7	-3	-24	-4	6	24
Cc1ccc(CN2CCN(Cc3ccc4cc(F)ccc4n3)CC2CCO)o1 (stereo unspecified)	-2	4	5	-15	-3	-2	9	15	4

# Three compounds out of the list above, arranged by their value in SENP1 inh, ascending.
Molecule,SENP1 inh,HKDC1 inhibitor,NLRP3 yeast inh,SENP6 block,SENP7 inh,PfGluPho inh
Cc1ccc(S(=O)(=O)CC(=O)Nc2sc(C)c(C)c2C(N)=O)cc1,-3,6,18,-5,5,2
CCS(=O)(=O)Nc1ccc(Cc2ccncc2)cc1,-1,1,17,-13,-4,-1
COc1cc(NC(=O)c2cccc3c2C(=O)N(C2CCCCC2)C3)cc(OC)c1OC,4,6,18,-5,-16,11

# Other compounds.
Molecule	SENP1 inh	HKDC1 inhibitor	NLRP3 yeast inh	Apaf1 inhib	SENP8 block-1	SENP6 block	SENP7 inh	SENP8 block-2	PfGluPho inh
CCC(NC(=O)c1cc(COc2ccc(Cl)cc2OC)on1)c1ccncc1 (stereo unspecified)	2	7	8	15	4	16	-1	6	13
Cc1ccc(OCC(=O)NC2CCCC(C)C2C)c([N+](=O)[O-])n1 (stereo unspecified)	1	1	31	16	3	-19	12	7	10
COc1cc(OC)c2ccc(=O)oc2c1C(CCN1CCCC1)c1ccc2c(c1)OCO2 (stereo unspecified)	-3	-4	-11	12	-4	-10	0	-154	10
OCC1(CCc2ccccc2)CCN(Cc2cccn2-c2cccnc2)CC1	-1	-4	11	4	-2	1	4	10	-14
CCOC(=O)C1CCCN(C(=O)c2csc(-c3ccc4c(c3)CCO4)n2)C1 (stereo unspecified)	3	-4	13	-19	6	0	0	-31	-5
CSc1nnc(CCCCCCCCc2nnc(SC)o2)o1	1	-5	35	6	-6	2	4	3	-8
CCCCCCCNC(=O)C1CC(=O)N(C)C(=Nc2ccc(OC)cc2)S1 (stereo unspecified)	3	-3	24	14	0	5	7	11	10
CCOC(=O)Cc1cc(=O)c2c(=O)n(-c3ccccc3)[nH]c2[nH]1	0	1	7	13	-2	3	-1	24	-16
CCCCCC(=O)N/N=C(\C)c1ccc(NC(=O)c2ccco2)cc1	1	3	13	-4	-4	11	-2	14	-5
CN(C(=O)c1cccc(S(=O)(=O)N2CCCC2)c1)C1CCCCC1	4	3	27	1	1	-9	12	6	-7
COc1ccc(-n2c(N)c(C(=O)NCc3ccco3)c3nc4ccccc4nc32)cc1	-19	10	1	16	7	4	4	-279	30
COc1ccc(Cl)cc1C(=O)NCCN1CCOCC1	0	-3	27	-1	-4	12	4	2	-3

# At a glance, 13 of the compounds above:
Molecule	SENP1 inh	HKDC1 inhibitor	NLRP3 yeast inh	Apaf1 inhib	SENP8 block-1	SENP6 block	SENP7 inh	SENP8 block-2	PfGluPho inh
Cc1ccc(CN2CCN(Cc3ccc4cc(F)ccc4n3)CC2CCO)o1 (stereo unspecified)	-2	4	5	-15	-3	-2	9	15	4
CCC(NC(=O)c1cc(COc2ccc(Cl)cc2OC)on1)c1ccncc1 (stereo unspecified)	2	7	8	15	4	16	-1	6	13
Cc1ccc(OCC(=O)NC2CCCC(C)C2C)c([N+](=O)[O-])n1 (stereo unspecified)	1	1	31	16	3	-19	12	7	10
COc1cc(OC)c2ccc(=O)oc2c1C(CCN1CCCC1)c1ccc2c(c1)OCO2 (stereo unspecified)	-3	-4	-11	12	-4	-10	0	-154	10
OCC1(CCc2ccccc2)CCN(Cc2cccn2-c2cccnc2)CC1	-1	-4	11	4	-2	1	4	10	-14
CCOC(=O)C1CCCN(C(=O)c2csc(-c3ccc4c(c3)CCO4)n2)C1 (stereo unspecified)	3	-4	13	-19	6	0	0	-31	-5
CSc1nnc(CCCCCCCCc2nnc(SC)o2)o1	1	-5	35	6	-6	2	4	3	-8
CCCCCCCNC(=O)C1CC(=O)N(C)C(=Nc2ccc(OC)cc2)S1 (stereo unspecified)	3	-3	24	14	0	5	7	11	10
CCOC(=O)Cc1cc(=O)c2c(=O)n(-c3ccccc3)[nH]c2[nH]1	0	1	7	13	-2	3	-1	24	-16
CCCCCC(=O)N/N=C(\C)c1ccc(NC(=O)c2ccco2)cc1	1	3	13	-4	-4	11	-2	14	-5
CN(C(=O)c1cccc(S(=O)(=O)N2CCCC2)c1)C1CCCCC1	4	3	27	1	1	-9	12	6	-7
COc1ccc(-n2c(N)c(C(=O)NCc3ccco3)c3nc4ccccc4nc32)cc1	-19	10	1	16	7	4	4	-279	30
COc1ccc(Cl)cc1C(=O)NCCN1CCOCC1	0	-3	27	-1	-4	12	4	2	-3

# Compounds were not picked by outcome (roughly 4.1% active in at least one column).
